Screens from PubChem.
JMJD2A Tudor: inhibitors of human JMJD2A Tudor domain; Potency, µM (doses to about 114 µM), inactives show top-dose activity change, negative = inhibition, actives largely listed as inhibitors; AlphaScreen JMJD2A-Tudor / H3K4me3 peptide binding; O75164; actives 4.4% (n = 390,000); note: potency is the fitted concentration of half-maximal effect; % is set by controls: 0 for no effect and ±100 for the full control effect; nearly all actives have a fitted effect of over 50% in size
Pol eta inh: inhibitors of human DNA polymerase eta | Q9Y253 | actives 1.2% (n = 390,000) | recombinant Pol eta, fluorescent DNA replication assay | Potency, µM (titrated, usually from 114 µM), for inactives: at the top dose activity change, negative = inhibition, actives largely listed as inhibitors | AID 588591; note: potency is the fitted concentration of half-maximal effect; % is set by controls: 0 for no effect and ±100 for the full control effect
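Pol eta at 10 nM preincubated with compounds 15 min at room temperature; reaction started with fluorescent substrate (50 nM final) and read kinetically at 0 and 10 min.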
PI4K2A inh: blocks human PI4K2A kinase activity; Q9BTU6; actives 0.13% (n = 420,000); purified PI4K2A, ADP-Glo luminescence, 1 h; stronger effect = lower value; activity change, negative = inhibition, % at 76.9 µM; in the data active = activity change below about -50%; inconclusive = mostly about -30% to -49%;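 note: -100% = wells without enzyme as full effect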
Target sequence (Q9BTU6 whole entry, looked up): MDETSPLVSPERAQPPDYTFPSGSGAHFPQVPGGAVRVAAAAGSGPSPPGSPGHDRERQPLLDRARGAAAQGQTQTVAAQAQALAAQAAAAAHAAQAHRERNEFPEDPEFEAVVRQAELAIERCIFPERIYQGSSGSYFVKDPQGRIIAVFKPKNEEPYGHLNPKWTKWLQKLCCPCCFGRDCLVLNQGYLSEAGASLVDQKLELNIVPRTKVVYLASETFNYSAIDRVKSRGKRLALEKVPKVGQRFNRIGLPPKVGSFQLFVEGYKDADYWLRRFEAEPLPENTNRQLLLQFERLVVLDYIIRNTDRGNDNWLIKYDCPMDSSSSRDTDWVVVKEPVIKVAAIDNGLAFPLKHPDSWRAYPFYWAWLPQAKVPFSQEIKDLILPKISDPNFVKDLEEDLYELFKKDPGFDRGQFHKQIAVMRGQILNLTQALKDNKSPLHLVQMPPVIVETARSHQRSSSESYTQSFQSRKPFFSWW
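ADP-Glo luminescence measured ADP generated by PI4K2A enzyme (4 ug/mL before mixing) with 1.2 mM PI substrate (pre-mix) and 300 microM ATP (pre-mix). Tris pH7.5 buffer with MgCl2, Triton X-100; 1 h reaction at ambient temperature.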
PGK inhibitor: T. brucei PGK inhibition; AID 602233; P07378; PGK/GAPDH coupled, Kinase-Glo luminescence, 60 min; actives 0.043% (n = 380,000); Potency, µM (top dose mostly 57.5 µM), without a hit: top-dose activity change, negative = inhibition, most hits filed as inhibitors; note: potency is the fitted concentration of half-maximal effect; % is set by controls: 0 for no effect and ±100 for the full control effect; nearly all actives have a fitted effect of over 60% in size
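Luminescent ATP detection (Kinase-Glo Plus) follows a 60-minute room-temperature incubation, with wells lacking PGK as controls. Buffer: 100 mM TEA (pH 7.6), 5 mM MgCl2, 0.01% Tween-20. Coupling enzyme GAPDH (100 nM final) supplies unstable 1,3-BPG in-well.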
BAZ2B block: blocks human BAZ2B; Potency, µM (titrated, usually from 114 µM), inactives show top-dose activity change, negative = inhibition, most hits filed as inhibitors; Q9UIF8; AlphaScreen BAZ2B-H3K14Ac peptide displacement; actives 4.4% (n = 360,000); note: potency is the fitted concentration of half-maximal effect; % is set by controls: 0 for no effect and ±100 for the full control effect; nearly all actives have a fitted effect of over 60% in size
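In this displacement format the biotinylated H3(5-23) peptide acetylated at Lys14 serves as ligand at 50 nM, with BAZ2B at 50 nM in PBS pH 7.4 containing 0.01% Tween-20. Donor and acceptor beads are 10 ug/mL final.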
G9a block: inhibitors of human histone lysine methyltransferase G9a. G9a H3K9 monomethylation, AlphaScreen, 2 h. Potency, µM (doses to about 102 µM), inactives show at the highest dose activity, negative = inhibition, actives largely listed as inhibitors. actives 8.8% (n = 350,000); note: potency is the fitted concentration of half-maximal effect; % is set by controls: 0 for no effect and ±100 for the full control effect; nearly all actives have a fitted effect of over 75% in size
Target sequence (Q96KQ7 913-1193 limits assumed): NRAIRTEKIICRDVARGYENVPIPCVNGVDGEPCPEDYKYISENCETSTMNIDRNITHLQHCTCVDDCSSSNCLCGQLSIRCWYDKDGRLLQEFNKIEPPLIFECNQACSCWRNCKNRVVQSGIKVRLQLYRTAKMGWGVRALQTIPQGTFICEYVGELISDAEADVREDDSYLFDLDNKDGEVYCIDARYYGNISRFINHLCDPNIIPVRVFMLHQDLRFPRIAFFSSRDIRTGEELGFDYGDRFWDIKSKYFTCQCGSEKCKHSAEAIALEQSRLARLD
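Enzyme 20 nM + cpd, 15 min RT; add b-H3K9 pep 500 nM / SAM 20 uM; 2 h RT; anti-H3K9me1 Ab 0.5 ug/mL + SA donor / anti-rabbit acceptor beads 20 ug/mL each, 10 min; AlphaScreen read.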
HP1b chromo inh: inhibitors of HP1-beta chromodomain binding to methylated histone tails | AlphaScreen HP1-beta / biotin-H3K9me3 peptide binding | actives 0.56% (n = 390,000) | Potency, µM (series often up to 114 µM), for the others: top-dose activity change, negative = inhibition, most hits filed as inhibitors | P83916 | AID 540317; note: potency is the fitted concentration of half-maximal effect; nearly all actives have a fitted effect of over 70% in size; inactives centre near 23
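HP1-beta protein (50 nM final) preincubated 30 min at room temperature with biotinylated H3(1-18)K9me3 peptide (50 nM) in PBS pH 7.4, 0.01% Tween-20, then compound added for 30 min. AlphaScreen streptavidin donor/nickel chelate acceptor beads (10 ug/mL final), 30 min dark, luminescence read.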
Pin1 inh: human Pin1 inhibition. Potency, µM (series often up to 115 µM), inactives show at the highest dose activity, negative = inhibition, most hits filed as inhibitors. Q13526. AID 504891. actives 0.009% (n = 390,000). Pin1 FP peptide displacement, HiFluor488, 10 min; active = well fitted inhibition curve with a large enough effect in the polarisation, with a control signal flat, not every such curve was filed as active; inconclusive = small, poorly fitted or top-dose-only effect, or effect the other way, or a change in a side signal; inactive = no such curve, though single readings can be large or run the other way; the % refers to the polarisation; note: potency is the fitted concentration of half-maximal effect; % is set by controls: 0 for no effect and ±100 for the full control effect
Target sequence (Q13526 whole entry, looked up): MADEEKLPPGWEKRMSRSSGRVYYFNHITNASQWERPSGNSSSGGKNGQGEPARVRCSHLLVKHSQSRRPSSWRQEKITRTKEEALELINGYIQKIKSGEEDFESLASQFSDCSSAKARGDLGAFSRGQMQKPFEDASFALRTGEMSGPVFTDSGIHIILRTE
GLS inhibitor: inhibitors of human glutaminase (GLS) | O94925 | GLS enzymatic activity, qHTS titration | Potency, µM (highest dose often 45.5 µM), without a hit: top-dose activity change, negative = inhibition, actives largely listed as inhibitors | actives 0.21% (n = 410,000) | AID 624170; note: potency is the fitted concentration of half-maximal effect; % is set by controls: 0 for no effect and ±100 for the full control effect
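hKGA in 45 mM KH2PO4 pH 8.2, 0.02% Tween-20 with pin-transferred compounds; 1 mM L-glutamine (stock) plus glutamate oxidase/HRP/Amplex Red coupling added. Fluorescence read initially and after 30 min at RT.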
An asterisk follows results filed as active; i = inactive; ? = inconclusive; / = not tested or not shown; [ ] = dose if it differs, or a comment. Unless noted, calls come from the whole dose curve; as a rule, active = well fitted curve in the direction sought with a large enough effect; inconclusive = small, poorly fitted or top-dose-only effect, or another doubt; inactive = no such curve, though single readings can be large; an effect the other way counts as inactive or inconclusive. A portion of the library; count on the stated rates, not on these rows.

SMILES	JMJD2A Tudor	Pol eta inh	PI4K2A inh	PGK inhibitor	BAZ2B block	G9a block	HP1b chromo inh	Pin1 inh	GLS inhibitor
Cc1c(C(=O)N2CCOCC2)oc2ccc(S(=O)(=O)N3CCCCCC3)cc12	-9%[57.1 µM]	-8%	1	-13%	-2%	3%[59 µM]	32%	1%	6%
COc1cc(/C=C2\SC(=O)N(CC(=O)Nc3ccccc3F)C2=O)cc(Cl)c1O	-7%	50µM*	4	?	?	?	32%	21%	-13%
COC(=O)c1ccc(C2C(Oc3ccc(OC)cc3)C(=O)N2CCc2ccc(F)cc2)cc1 (stereo not given)	-15%	6%	-9	5%	4%	6%	13%	3%	-8%
CCOC(=O)C(NC(=O)CC(C)C)(Nc1sc(C)c(CC)c1C#N)C(F)(F)F (stereo not given)	-23%	-23%	1	-7%	5%	10%[59 µM]	29%	2%	-9%
O=C(COC(=O)c1ccc(F)cc1)NCCCc1ccccc1	-1%	-3%	-5	-6%	8%	-1%[2.33 µM]	24%	1%	2%
C=CCOC(=O)C1=C(C)NC(=O)NC1c1ccc(N(C)C)cc1 (stereo not given)	?	4%	-4	7%	-27%	-18%	26%	-1%	-1%
COc1ccc(/C=C/C(=O)OCC(=O)NC2CCS(=O)(=O)C2)cc1 (stereo not given)	2%	-13%	-3	i	12%	0%[2.33 µM]	60%[activator]	6%	-5%
Cc1ccc(Nc2cccc(C(F)(F)F)c2)nn1	-11%	-11%	-6	-9%	/	/	16%	-7%	-12%
CC1(C)Oc2ccc(C(=O)NC3CCCC3)cc2N(CC(=O)NC2CCCCC2)C1=O	6%	10%	0	-3%	3%	-6%[12.7 µM]	2%	3%	-15%
O=C(Oc1ccccc1Cl)c1ccc(N2CCOCC2)c([N+](=O)[O-])c1	?	-8%	1	-6%	?	?	-38%	?	?
Cc1ccc(C(=O)NCC(=O)NCc2ccccc2F)s1	1%	-22%	1	6%	/	/	23%[57 µM]	0%	1%
COCCOC(=O)c1c(NC(=O)CN2CCc3ccccc32)sc(C(N)=O)c1C	-12%	?	-2	7%	-28%	4%	31%	?	10%
O=C1C(Cl)=C(N2CCCCCC2)C(=O)N1c1ccc(Cl)cc1	53%[activator]	-15%	-2	-1%	64%[activator]	/	155%[activator]	?	3%
COc1cc(/C=N/NC(N)=O)ccc1OCC(=O)Nc1ccc(C)c(C)c1	?	28µM*	4	-7%	?	10%[59 µM]	-1%	?	-8%
CCOc1ccc(N/C(=N/c2nc(C)cc(C)n2)NC(=O)CC)cc1	-21%	-21%	1	5%	0%	/	47%[activator]	2%	-2%
Cc1ccccc1C(=O)N1CCC(C(=O)NN2C(=O)NC3(CCCCC3)C2=O)CC1	-8%	-2%	-1	3%	-5%	21%[12.7 µM]	22%	0%	-3%
O=C(Nc1ccc2c(c1)C(=O)NC2=O)c1ccc(S(=O)(=O)N2CCCC2)cc1	-23%	7%	-2	1%	-8%	1%	26%	28%	0%
COc1ccc(CCCc2nnc(SCc3nc4ccccc4c(=O)[nH]3)n2C)c(C)c1	-9%	11%	1	-3%	-21%	5%	22%	-1%	3%
COc1c(O)cnn(-c2ccccc2)c1=O	-10%	2%	-13	-11%	-14%	-37%	46%[activator]	1%	2%
Cc1cccc2cc(CN(Cc3cccnc3)C(=O)c3ccccc3F)c(Cl)nc12	-30%	-15%	2	-4%	0%	23%[59 µM]	8%	3%	0%
O=c1c(-c2ccc3c(c2)OCCO3)coc2cc(OC3OC(CO)C(O)C(O)C3O)ccc12 (stereo not given)	5%	-14%	-2	-10%	-10%	?	16%	-8%	7%
CC1=C(C)/C(=N\OC(=O)/C=C/c2ccccc2)C=CC1=O	18µM*	-16%	31	i	-6%	1%	?	-1%	-28%
Cc1c(NC(=O)CSCc2ccccc2)cccc1C(=O)O	-5%	2%	-3	-7%	-29%	23%	43%[activator]	-8%	-2%
CC(C)(C)N(Cc1ccccc1)C(=O)COC(=O)c1ccccc1SCC(=O)N1CCCC1	-11%	-15%	1	1%	-24%	-5%[12.7 µM]	-2%	0%	2%
CCCCCCCNC(=O)c1ccc(N2CCC3(CC2)OCCO3)c([N+](=O)[O-])c1	?	-26%	-3	-1%	-33%	?	-20%	3%	0%

One compound at a time, from the list above. Order of screens: JMJD2A Tudor	Pol eta inh	PI4K2A inh	PGK inhibitor	BAZ2B block	G9a block	HP1b chromo inh	Pin1 inh	GLS inhibitor
`CCCCCCCNC(=O)c1ccc(N2CCC3(CC2)OCCO3)c([N+](=O)[O-])c1` is listed as ?	-26%	-3	-1%	-33%	?	-20%	3%	0%
`O=C(Nc1ccc2c(c1)C(=O)NC2=O)c1ccc(S(=O)(=O)N2CCCC2)cc1` is listed as -23%	7%	-2	1%	-8%	1%	26%	28%	0%
`Cc1ccccc1C(=O)N1CCC(C(=O)NN2C(=O)NC3(CCCCC3)C2=O)CC1` is listed as -8%	-2%	-1	3%	-5%	21%[12.7 µM]	22%	0%	-3%

Further structures follow:
SMILES	JMJD2A Tudor	Pol eta inh	PI4K2A inh	PGK inhibitor	BAZ2B block	G9a block	HP1b chromo inh	Pin1 inh	GLS inhibitor
CCOc1cc(CNC(C)C)c(Cl)cc1OCC(=O)NCCc1ccccc1	-7%	-2%	-1	i	4%	-8%[12.7 µM]	24%	2%	1%
CC1CC(C)CN(C(=O)CNC(=O)c2ccc3ccccc3c2)C1 (stereo not given)	0%	-10%	6	-3%	-3%	36%	23%	-1%	-10%
O=C(CN1CCCCC1)NNC(=O)c1ccc([N+](=O)[O-])cc1	-14%	-2%	4	-3%	?	-13%	42%[activator]	1%	0%
Cc1ccc(C)c(NC(=O)Cn2nnc(-c3ccc(N4CCOCC4)cc3)n2)c1	-10%	15%	5	-8%	/	-1%	34%	3%	1%
CC(C)C(=O)N1CCN(c2ccc(NC(=O)c3ccc(Br)o3)cc2)CC1	-12%	-4%	15	-5%	-5%	-36%[12.7 µM]	10%	-1%	24%
CCN(CC)CCOC(=O)c1ccc(NC(=O)COc2cc(=O)n(CC)c3ccccc23)cc1	-10%	-4%	-1	2%	-4%	-15%[59 µM]	29%	5%	10%
Cc1n[nH]c(C)c1CCNCc1ccc(OCC(O)CN2CCCCC2)cc1 (stereo not given)	-9%	-14%	-3	-5%	-1%	9%	11%	-1%	-4%
COc1ccc(Cl)cc1-n1c(C)cc(C=O)c1C	-27%	-3%	7	1%	-30%	?	-10%	1%	1%
Cc1cccn2cc(-c3cc4ccccc4oc3=O)nc12	89µM*	-7%	5	-5%	-9%	/	-13%	1%	8%
COc1ccccc1N1C(=O)CC(N2CCN(c3ccc([N+](=O)[O-])cc3)CC2)C1=O (stereo not given)	-28%	-3%	9	-4%	-23%	?	27%	1%	-3%
CCCC(=O)Nc1nnc(S(=O)(=O)N2CCCC2)s1	-6%	-12%	-2	-3%	-1%	/	48%[activator]	-6%	2%
CC(C)c1ccc(NC(=O)c2sccc2-n2cccc2)cc1	21%	-18%	-5	-5%	2%	-7%	54%[activator]	1%	-3%
CCOc1ccc(NC(=O)CCc2c(C)nn(-c3ccc(N4CCCCC4)nn3)c2C)cc1	?	0%	-2	-2%	-23%	6%	47%[activator]	-5%	6%
O=C(CSc1ccccn1)N1CCOCC1	7%[57.1 µM]	-18%	-3	-3%	2%	16%	49%[activator]	-1%	-3%
O=C(c1ccc(CS(=O)(=O)c2c(Cl)cccc2Cl)o1)N1CCN(c2ccccn2)CC1	-19%	-12%	-2	i	-27%	?	40%[activator]	2%	0%
Nc1ncnc(Oc2cccc(C(F)(F)F)c2)c1[N+](=O)[O-]	-2%	-19%	-8	1%	-14%	2%	31%	-11%	-16%
O=C(CCn1c(=O)c2cccn2c2cccnc21)NCc1ccc(Cl)cc1	2%	-6%	-5	-3%	-15%	9%[59 µM]	50%	12%	-1%
O=S(=O)(/C=C/c1ccccc1)Nc1cccc(S(=O)(=O)NC2=NCCC2)c1	-14%[11.4 µM]	-9%	0	9%	-15%	-6%	47%[activator]	1%	12%
COc1cc(CCC(=O)NCCc2ccc(F)cc2)cc(OC)c1OC	-7%	-13%	-4	i	/	/	19%	1%	6%
C=CCOc1ccc(C2c3c(oc4ccc(C)cc4c3=O)C(=O)N2CCCN2CCOCC2)cc1 (stereo not given)	-33%	-9%	-5	i	-11%	?	-4%	3%	-8%
C=CCN(C(=O)c1ccccn1)C(C(=O)NCc1ccccc1)c1ccccc1F (stereo not given)	-6%	-7%	2	-2%	0%	17%	46%[activator]	3%	11%
COc1ccc(CNC(=O)COC(=O)/C=C/c2ccc(Cl)cc2)cc1	-5%	-17%	4	-6%	-11%	7%	0%	-3%	4%
Cc1ccc(-c2nc(N)n(S(=O)(=O)c3ccc(C)cc3)n2)cc1	-13%	-3%	-4	7%	-3%	-25%	16%	1%	6%
Cc1ccc(C(=O)CSc2nnnn2C(C)C)c(C)c1	10%	-20%	-1	-1%	10%	-19%	40%[activator][57 µM]	-3%	-12%
O=C(Cn1c2ccccc2c(=O)c2ccccc21)N/N=C/c1cc([N+](=O)[O-])ccc1N1CCCCC1	-19%	-13%	-1	-9%	15%	2%[59 µM]	15%	?	14%
COc1ccc(NC(=O)N(C)C[C@H]2Oc3c(NS(=O)(=O)c4ccc(OC)cc4)cccc3C(=O)N([C@H](C)CO)C[C@@H]2C)cc1	-16%	-9%	3	6%	/	/	22%	?	12%
Cc1ccc2c(c1)N(CC(=O)N(Cc1ccccn1)Cc1ccco1)C(=O)C(C(C)C)O2 (stereo not given)	-35%	-11%	0	-9%	-33%	?	16%	-5%	-20%
CCOc1ccccc1CNC(=O)c1cnc2sc(N3CCC(C)CC3)nn2c1=O	-18%	0%	3	-8%	-1%	-7%[59 µM]	-5%	-2%	-2%
